# High-throughput results as filed in PubChem BioAssay.
# BioA inh: BioA (M. tuberculosis) enzyme inhibition; inhibition, % at 9.99 µM; 360,000 tested, 0.096% active; purified M. tuberculosis BioA enzyme, plate reader; in the data active = inhibition above about 40%
# Starred values were filed as active, the others as inactive.
no.	SMILES	BioA inh
1	CC(C)CC#Cc1ccc2c(c1)O[C@H](CN(C)Cc1ccc(F)cc1)[C@H](C)CN([C@H](C)CO)S2(=O)=O	-3.2
2	CN(C)CC#Cc1ccc([C@H]2[C@@H](CO)N3CCCCN(CC4CC4)C[C@@H]23)cc1	-3.3
3	C[C@H]1CN([C@@H](C)CO)C(=O)c2cccc(NS(=O)(=O)c3ccc(F)cc3)c2O[C@H]1CN(C)C(=O)NC1CCCCC1	-1.1
4	C[C@H](CO)N1C[C@H](C)[C@H](CN(C)C(=O)C2CCC2)Oc2cc(C#Cc3ccncc3)ccc2S1(=O)=O	1.8
5	CC(C)NC(=O)N(C)C[C@@H]1Oc2ccc(NC(=O)NC3CCCCC3)cc2C(=O)N([C@@H](C)CO)C[C@H]1C	-1.1
6	C[C@@H]1CN([C@@H](C)CO)C(=O)c2cc(NC(=O)Nc3ccc4c(c3)OCO4)ccc2O[C@@H](C)CCCCO[C@H]1CN(C)C	0.1
7	C[C@H]1CN([C@@H](C)CO)C(=O)c2cc(NC(=O)Nc3ccc(F)cc3)ccc2O[C@H]1CN(C)C(=O)Nc1ccccc1	1.5
8	CO[C@@H](CN(C)S(=O)(=O)c1ccc(C)cc1)[C@H](C)CN(C(=O)Nc1ccccc1F)[C@H](C)CO	0.9
9	C[C@H]1CN([C@@H](C)CO)C(=O)Cc2cc(NC(=O)C3CC3)ccc2O[C@@H]1CN(C)CC1CC1	0.8
10	O=S(=O)(N[C@@H]1CC[C@@H](CCn2cc(C3CC3)nn2)O[C@H]1CO)c1ccc(F)cc1	5.6
11	CCC(=O)N(C)C[C@@H]1Oc2cc(-c3ccccc3C)ccc2S(=O)(=O)N([C@@H](C)CO)C[C@@H]1C	-1.7
12	O=C(C[C@@H]1CC[C@@H]2[C@H](COC[C@@H](O)CN2Cc2ccncc2)O1)NCC1CC1	-2.1

# (listing goes on)
no.	SMILES	BioA inh
13	C[C@H](CO)N1C[C@H](C)[C@H](CN(C)S(=O)(=O)c2ccc(Cl)cc2)Oc2ccc(NS(=O)(=O)c3cn(C)cn3)cc2C1=O	-1.9
14	C[C@H](CO)N1C[C@H](C)[C@H](CN(C)Cc2ccc(C(=O)O)cc2)Oc2c(NC(=O)Nc3ccccc3)cccc2C1=O	-4.3
15	CO[C@H]1CN(C)C(=O)c2ccc(NS(=O)(=O)c3cn(C)cn3)cc2OC[C@@H](C)N(Cc2cccc(F)c2)C[C@@H]1C	-0.6
16	Cc1noc(C)c1S(=O)(=O)Nc1ccc2c(c1)C(=O)N([C@H](C)CO)C[C@H](C)[C@@H](CN(C)Cc1ccc(Oc3ccccc3)cc1)O2	-1.1
17	O=C(Nc1ccccc1F)N1C[C@@H]2[C@H](c3ccccc31)[C@H](CO)N2C(=O)c1ccc(F)cc1	-2.8
18	O=C(C[C@H]1CC[C@H](NC(=O)Nc2cccc(F)c2)[C@@H](CO)O1)NCC1CCCCC1	-2.7
19	CCS(=O)(=O)N[C@@H]1CC[C@@H](CC(=O)NCC2CC2)O[C@H]1CO	3.6
20	CCC(=O)N1CCCCN2[C@H](C1)[C@H](c1ccc(C#Cc3cccnc3)cc1)[C@@H]2CO	-0.2
21	C[C@H]1CN([C@@H](C)CO)C(=O)c2cc(NC(=O)Nc3ccc4c(c3)OCO4)ccc2O[C@@H]1CN(C)C(=O)Nc1ccccc1	-0.9
22	C[C@H](CO)N1C[C@H](C)[C@@H](CN(C)C(=O)Nc2cccc3ccccc23)Oc2ccc(NC(=O)Nc3ccccc3)cc2C1=O	-1.0
23	Cc1ccc(S(=O)(=O)NCC[C@H]2CC[C@@H](NC(=O)c3ccccn3)[C@@H](CO)O2)cc1	-1.3
24	COCC(=O)N(C)C[C@H]1Oc2ncc(C#Cc3ccc(F)cc3)cc2C(=O)N([C@@H](C)CO)C[C@H]1C	-1.5

# An excerpt from above in order of SMILES length, ascending:
no.	SMILES	BioA inh
19	CCS(=O)(=O)N[C@@H]1CC[C@@H](CC(=O)NCC2CC2)O[C@H]1CO	3.6
20	CCC(=O)N1CCCCN2[C@H](C1)[C@H](c1ccc(C#Cc3cccnc3)cc1)[C@@H]2CO	-0.2
17	O=C(Nc1ccccc1F)N1C[C@@H]2[C@H](c3ccccc31)[C@H](CO)N2C(=O)c1ccc(F)cc1	-2.8
24	COCC(=O)N(C)C[C@H]1Oc2ncc(C#Cc3ccc(F)cc3)cc2C(=O)N([C@@H](C)CO)C[C@H]1C	-1.5
15	CO[C@H]1CN(C)C(=O)c2ccc(NS(=O)(=O)c3cn(C)cn3)cc2OC[C@@H](C)N(Cc2cccc(F)c2)C[C@@H]1C	-0.6
22	C[C@H](CO)N1C[C@H](C)[C@@H](CN(C)C(=O)Nc2cccc3ccccc23)Oc2ccc(NC(=O)Nc3ccccc3)cc2C1=O	-1.0
21	C[C@H]1CN([C@@H](C)CO)C(=O)c2cc(NC(=O)Nc3ccc4c(c3)OCO4)ccc2O[C@@H]1CN(C)C(=O)Nc1ccccc1	-0.9
13	C[C@H](CO)N1C[C@H](C)[C@H](CN(C)S(=O)(=O)c2ccc(Cl)cc2)Oc2ccc(NS(=O)(=O)c3cn(C)cn3)cc2C1=O	-1.9
16	Cc1noc(C)c1S(=O)(=O)Nc1ccc2c(c1)C(=O)N([C@H](C)CO)C[C@H](C)[C@@H](CN(C)Cc1ccc(Oc3ccccc3)cc1)O2	-1.1

# Continued.
no.	SMILES	BioA inh
25	C[C@@H]1CCCCO[C@@H](CN(C)C(=O)Nc2cccc3ccccc23)[C@H](C)CN([C@@H](C)CO)C(=O)c2cc(NC(=O)Nc3ccccc3)ccc2O1	-2.9
26	C[C@@H]1CN([C@H](C)CO)C(=O)Cc2cc(NC(=O)C3CCCCC3)ccc2O[C@@H]1CN(C)S(C)(=O)=O	0.5
27	C[C@H](CO)N1C[C@H](C)[C@H](CN(C)C(=O)Nc2ccc(F)cc2)Oc2ncc(C3=CCCCC3)cc2C1=O	5.4
28	C[C@H]1CN([C@@H](C)CO)C(=O)CCCn2cc(nn2)CO[C@H]1CN(C)C(=O)Nc1ccnc(N2CCOCC2)c1	-1.1
29	C[C@H]1CN([C@@H](C)CO)C(=O)c2cc(C#Cc3ccccn3)cnc2O[C@@H]1CN(C)Cc1ccncc1	-3.7
30	C[C@H](CO)N1C[C@H](C)[C@@H](CN(C)S(=O)(=O)c2cn(C)cn2)Oc2c(NC(=O)Nc3ccccc3)cccc2C1=O	-3.1
31	Cc1noc(C)c1S(=O)(=O)N(C)C[C@H]1Oc2ccc(NS(=O)(=O)c3ccccc3)cc2CC(=O)N([C@@H](C)CO)C[C@H]1C	-1.5
32	C[C@H](CO)N1C[C@H](C)[C@H](CN(C)S(C)(=O)=O)Oc2cc(C3=CCCCC3)ccc2S1(=O)=O	3.1
33	C[C@@H]1CN([C@@H](C)CO)C(=O)Cc2cc(NC(=O)Nc3cccc4ccccc34)ccc2O[C@@H]1CN(C)C(=O)NC1CCCCC1	-0.5
34	CCCN(C)C[C@H]1Oc2cc(/C=C/c3ccccc3)ccc2S(=O)(=O)N([C@H](C)CO)C[C@H]1C	0.3
35	O=C(NCC[C@H]1CC[C@H](NS(=O)(=O)c2cccc(F)c2)[C@H](CO)O1)C1CCC1	0.6
36	O=C(NCC[C@@H]1CC[C@@H](NC(=O)C2CCCC2)[C@@H](CO)O1)c1cnccn1	-0.8

# (further entries)
no.	SMILES	BioA inh
37	CCCNC(=O)C[C@@H]1CC[C@@H]2[C@@H](COc3ccc(NC(=O)CC)cc3C(=O)N2C)O1	-0.7
38	CCC(=O)Nc1ccc2c(c1)C(=O)N(C)[C@@H]1CC[C@@H](CC(=O)NCCc3ccncc3)O[C@@H]1CO2	1.0
39	CCC(=O)N1CC[C@@H]2[C@H]1c1cc(-c3ccccc3)ccc1N(C)[C@H]2CO	7.6
40	CO[C@H](CN(C)C(=O)c1ccccc1F)[C@H](C)CN([C@@H](C)CO)S(=O)(=O)c1ccccc1	7.2
41	COc1ccc(NC(=O)N[C@@H]2CC[C@@H](CCNS(=O)(=O)c3ccccc3F)O[C@H]2CO)cc1	-1.9
42	C[C@@H]1CN([C@H](C)CO)C(=O)c2cccc(N(C)C)c2O[C@H]1CN(C)Cc1ccncc1	-2.7
43	COc1ccc(CN(C)C[C@H]2Oc3c(NC(=O)Nc4ccccc4)cccc3C(=O)N([C@@H](C)CO)C[C@@H]2C)cc1	1.4
44	Cc1noc(C)c1NC(=O)N(C)C[C@@H]1OCCCC[C@H](C)Oc2ccc(NC(=O)NC(C)C)cc2C(=O)N([C@@H](C)CO)C[C@H]1C	-1.8
45	Cc1ccc(S(=O)(=O)N[C@@H]2CC[C@H](CCNC(=O)Nc3ccc(Cl)cc3)O[C@H]2CO)cc1	5.6
46	O=C(NC1CCC1)[C@H]1[C@H](CO)[C@H]2Cn3c(ccc(-c4ccccc4F)c3=O)[C@H]2N1Cc1cocn1	-0.2
47	COc1ccc(S(=O)(=O)Nc2ccc3c(c2)C(=O)N([C@H](C)CO)C[C@@H](C)[C@@H](CN(C)Cc2ccc4c(c2)OCO4)OCCCC[C@H](C)O3)cc1	0.0
48	O=C(C[C@H]1CC[C@@H](NS(=O)(=O)c2ccc(F)cc2)[C@@H](CO)O1)NC1CCCCC1	2.0

# Following part.
no.	SMILES	BioA inh
49	C[C@H]1CCCCO[C@@H](CN(C)CC2CC2)[C@@H](C)CN([C@@H](C)CO)C(=O)c2cc(NC(=O)Nc3ccc(F)cc3)ccc2O1	-0.2
50	C[C@H](CO)N1C[C@H](C)[C@@H](CN(C)S(=O)(=O)c2cccs2)OCCCC[C@H](C)Oc2ccc(NS(=O)(=O)c3ccc(Cl)cc3)cc2C1=O	0.0
51	COc1ccc(NC(=O)Nc2ccc3c(c2)CC(=O)N([C@@H](C)CO)C[C@H](C)[C@H](CN(C)Cc2ccc(Oc4ccccc4)cc2)O3)cc1	1.0
52	CO[C@@H]1CN(C)C(=O)c2cc(NC(=O)NC(C)C)ccc2OC[C@H](C)N(CC2CC2)C[C@@H]1C	-3.9
53	CO[C@H]1CN(C)C(=O)c2cc(NC(=O)C3CC3)ccc2OC[C@H](C)N(Cc2ccncc2)C[C@@H]1C	1.9
54	Cc1noc(C)c1NC(=O)N(C)C[C@H]1OCCCC[C@H](C)Oc2ccc(NC(=O)Cc3ccccc3)cc2C(=O)N([C@@H](C)CO)C[C@H]1C	-3.6
55	C[C@@H]1CN([C@@H](C)CO)C(=O)c2cc(NS(=O)(=O)c3ccccc3)ccc2O[C@H]1CN(C)Cc1ccc(C(=O)O)cc1	-3.4
56	CCCC#Cc1cnc2c(c1)C(=O)N([C@@H](C)CO)C[C@H](C)[C@H](CN(C)C(=O)c1cnccn1)O2	0.0
57	C[C@H](CO)N1C[C@H](C)[C@@H](CN(C)C(=O)Nc2ccccc2F)Oc2ncc(-c3ccc(F)cc3)cc2C1=O	-0.2
58	CCCC(=O)Nc1ccc2c(c1)OC[C@H](C)N(C(=O)c1ccncc1)C[C@@H](C)[C@H](OC)CN(C)C2=O	-2.2
59	COc1ccccc1CNC(=O)C[C@H]1C[C@@H]2c3cc(NC(=O)c4ccc5c(c4)OCO5)ccc3O[C@@H]2[C@H](CO)O1	2.0
60	C[C@@H]1CN([C@H](C)CO)C(=O)Cc2cc(NC(=O)Cn3cnnn3)ccc2O[C@@H]1CN(C)CC1CCCCC1	-0.1

# Continued:
no.	SMILES	BioA inh
61	C[C@H]1CCCCO[C@@H](CN(C)C(=O)c2ccccc2)[C@@H](C)CN([C@@H](C)CO)C(=O)c2cc(NS(=O)(=O)c3ccccc3)ccc2O1	-0.1
62	O=C(C[C@H]1C[C@H]2c3cc(NC(=O)NC4CCCC4)ccc3O[C@H]2[C@H](CO)O1)NC1CCCCC1	-3.0
63	C[C@H]1CCCCO[C@H](CN(C)C(=O)Nc2cccc3ccccc23)[C@@H](C)CN([C@@H](C)CO)C(=O)c2cc(NS(=O)(=O)c3ccc(F)cc3)ccc2O1	-2.1
64	CCC(=O)N(C)C[C@H]1Oc2ncc(C#CC(C)C)cc2C(=O)N([C@@H](C)CO)C[C@H]1C	1.8
65	COc1ccccc1S(=O)(=O)N[C@@H]1C=C[C@H](CC(=O)NCc2cccc(F)c2)O[C@H]1CO	2.6
66	COc1cccc(CN2CCCCN3[C@@H](CO)[C@H](c4ccc(C#Cc5cccnc5)cc4)[C@@H]3C2)c1	0.6
67	C[C@@H]1CCCCO[C@H](CN(C)C(=O)CCC(F)(F)F)[C@@H](C)CN([C@H](C)CO)C(=O)c2cc(NC(=O)Cc3ccccc3)ccc2O1	-0.3
68	C[C@@H]1CN([C@H](C)CO)C(=O)c2cc(NC(=O)C3CCCCC3)ccc2O[C@@H](C)CCCCO[C@@H]1CN(C)Cc1ccc(C(=O)O)cc1	-1.2
69	Cc1noc(C)c1NC(=O)N(C)C[C@@H]1OCCCC[C@H](C)Oc2ccc(N(C)C)cc2C(=O)N([C@@H](C)CO)C[C@@H]1C	-0.1
70	C/C=C/c1ccc2c(c1)O[C@H](CN(C)C(=O)NC(C)C)[C@@H](C)CN([C@@H](C)CO)S2(=O)=O	0.1
71	C[C@@H]1CN([C@H](C)CO)S(=O)(=O)c2ccc(C#CCN(C)C)cc2O[C@H]1CN(C)Cc1ccccc1F	-1.7
72	CO[C@H]1CN(C)C(=O)c2cc(NC(=O)C3CC3)ccc2OC[C@@H](C)N(CCC(F)(F)F)C[C@@H]1C	0.0

# Later entries:
no.	SMILES	BioA inh
73	C[C@@H]1CN([C@@H](C)CO)C(=O)c2cc(NS(=O)(=O)c3ccccc3)ccc2O[C@@H](C)CCCCO[C@@H]1CN(C)C(=O)c1ccccc1	-0.1
74	CN1C(=O)c2cc(NC(=O)c3ccc(F)c(F)c3)ccc2OC[C@@H]2O[C@H](CC(=O)N[C@@H]3CCN(Cc4ccccc4)C3)CC[C@H]21	0.9
75	C[C@H](CO)N1C[C@H](C)[C@H](CN(C)C(=O)C2CCCCC2)Oc2cc(C#CCN(C)C)ccc2S1(=O)=O	3.2
76	C[C@@H]1CCCCO[C@@H](CN(C)C(=O)Cc2ccccc2)[C@@H](C)CN([C@@H](C)CO)C(=O)c2cc(NC(=O)Nc3ccc4c(c3)OCO4)ccc2O1	-1.2
77	O=C(C[C@H]1C[C@H]2c3cc(NC(=O)c4ccc5c(c4)OCO5)ccc3O[C@H]2[C@@H](CO)O1)NCc1cccnc1	-0.5
78	C[C@H](CO)N1C[C@H](C)[C@@H](CN(C)S(=O)(=O)c2cccs2)Oc2c(NC(=O)c3nc4ccccc4s3)cccc2C1=O	0.9
79	C[C@H](CO)N1C[C@H](C)[C@@H](CN(C)C(=O)C2CCCCC2)OCCCC[C@H](C)Oc2ccc(NC(=O)c3ccccc3)cc2C1=O	-6.5

# The list is partial. The share of hits here may be higher or lower than overall.
